Polio RdRp inh: inhibitors of poliovirus RNA polymerase binding and polymerization. poliovirus polymerase elongation, fluorescence polarization; active compounds read low. AID 588519. % elongation, % (compound at 16.7 µg/mL). hit rate 0.66% among 150,000. P03300; in the data active means % elongation below about 90%; further: some results filed as inactive read as strong as hits
Target sequence (P03300 1749-2209 limits assumed): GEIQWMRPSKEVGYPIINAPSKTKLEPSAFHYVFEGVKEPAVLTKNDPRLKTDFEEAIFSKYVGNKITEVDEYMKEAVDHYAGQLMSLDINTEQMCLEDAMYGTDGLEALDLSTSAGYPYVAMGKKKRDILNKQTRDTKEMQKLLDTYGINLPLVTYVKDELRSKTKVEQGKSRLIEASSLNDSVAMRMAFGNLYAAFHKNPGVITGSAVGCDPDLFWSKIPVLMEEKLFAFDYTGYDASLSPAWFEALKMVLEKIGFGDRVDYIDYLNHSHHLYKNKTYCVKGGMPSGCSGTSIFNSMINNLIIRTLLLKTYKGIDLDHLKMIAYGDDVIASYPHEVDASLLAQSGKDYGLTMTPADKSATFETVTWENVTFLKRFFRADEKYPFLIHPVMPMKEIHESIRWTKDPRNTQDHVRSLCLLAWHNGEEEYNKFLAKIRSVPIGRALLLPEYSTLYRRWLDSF
Polio RdRp inh FP z-score: second read-out of Polio RdRp inh, no call of its own (marks repeat the call); z-score; measured here: FP z-score; hits read low
Starred values were filed as active, the others as inactive.

How did Cc1cc2nc(NC3=NC(O)C=C(CSc4nc5ccccc5[nH]4)N3)nc(C)c2cc1C (stereo not given) do in these assays?
Polio RdRp inh: 104.0; Polio RdRp inh FP z-score: 0.4

Results for CN(Cc1ccccc1)C(=O)CNc1ccc(Br)cc1 ?
Polio RdRp inh: 104.0; Polio RdRp inh FP z-score: 0.4

What do the screens show for `Cc1ccccc1Cn1c(CN2CCC(C(=O)NCc3cccnc3)CC2)cc2ccccc21`?
Polio RdRp inh: 108.0; Polio RdRp inh FP z-score: 0.2

How did O=C(NCCc1ccccc1)c1cc2ccccc2nc1Cl do in these assays?
Polio RdRp inh: 102.0; Polio RdRp inh FP z-score: 0

What do the screens show for `CCC(C(=O)Nc1cc(C)ccc1C)n1nc(C)n2c(cc3cc(C)ccc32)c1=O` (stereo not given)?
Polio RdRp inh: 99.0; Polio RdRp inh FP z-score: -1.2

What do the screens show for `Cc1cccc(NC(=O)CSc2ncc(-c3ccc(Br)cc3)[nH]2)c1`?
Polio RdRp inh: 108.0; Polio RdRp inh FP z-score: 0.7

How did COc1cc(OC)c(NS(=O)(=O)c2cc(-c3cnc(C)o3)ccc2OC)cc1Cl do in these assays?
Polio RdRp inh: 111.0; Polio RdRp inh FP z-score: 1.1

How did COc1ccc(C(=O)NC(=O)CSc2nnc(CN3CCCCCC3=O)n2-c2ccccn2)cc1 do in these assays?
Polio RdRp inh: 102.0; Polio RdRp inh FP z-score: 0

How did Cc1cccn2cc(CNS(=O)(=O)c3ccccc3F)nc12 do in these assays?
Polio RdRp inh: 101.0; Polio RdRp inh FP z-score: -0.1

Results for FC(F)(F)c1ccc(Sc2nnc3ccccn23)nc1 ?
Polio RdRp inh: 106.0; Polio RdRp inh FP z-score: 0.5

Results for NNC(=O)c1ccc2c(c1)OCO2 ?
Polio RdRp inh: 102.0; Polio RdRp inh FP z-score: 0.1

How did COCCNc1nc(-c2ccc(OC)cc2)nc2ccccc12 do in these assays?
Polio RdRp inh: 99.0; Polio RdRp inh FP z-score: -0.8

Results for CCOC(=O)c1c(S(=O)(=O)NCC(=O)NCc2cccc(C)c2)c(C)n(C)c1C ?
Polio RdRp inh: 109.0; Polio RdRp inh FP z-score: 0.4

What do the screens show for `COC(=O)c1ccc2c(=O)n(CCCCCC(=O)NC(C)C)c(=O)[nH]c2c1`?
Polio RdRp inh: 103.0; Polio RdRp inh FP z-score: -0.4

How did CSc1cccc(NC(=O)C2CCCN(S(=O)(=O)c3ccc4c(c3)CCCN4C(C)=O)C2)c1 (stereo not given) do in these assays?
Polio RdRp inh: 100.0; Polio RdRp inh FP z-score: -1.7

Results for CCc1ccc(-c2nn(-c3ccccc3)cc2/C=N\O)cc1 ?
Polio RdRp inh: 103.0; Polio RdRp inh FP z-score: 0.7

What do the screens show for `COc1ccc(-n2cc(-c3ccccc3)c3c(SC(C)C(C)=O)ncnc32)cc1` (stereo not given)?
Polio RdRp inh: 105.0; Polio RdRp inh FP z-score: 0.1

Results for Cn1c(=O)c2c(SCC(=O)NCCc3ccccc3)nc(C3CC3)nc2n(C)c1=O ?
Polio RdRp inh: 102.0; Polio RdRp inh FP z-score: 0.4

How did Cc1ccc(Cl)cc1N1CCN(C(=O)c2cc(S(=O)(=O)N3CCCCC3)cn2C)CC1 do in these assays?
Polio RdRp inh: 106.0; Polio RdRp inh FP z-score: 0

What do the screens show for `Clc1ccc(CN2CCc3nc(Nc4ccc5c(c4)OCCO5)ncc3C2)cc1`?
Polio RdRp inh: 111.0; Polio RdRp inh FP z-score: 0.9

Results for COc1ccc(CNC(=O)c2cc3c(C)nccc3[nH]c2=O)cc1 ?
Polio RdRp inh: 100.0; Polio RdRp inh FP z-score: -0.2

Results for CCC(=O)NC(=S)Nc1ccc(NC(=O)c2ccc(Br)o2)cc1 ?
Polio RdRp inh: 102.0; Polio RdRp inh FP z-score: 0.2

What do the screens show for `CC(Oc1ccccc1)C(=O)Nc1nnc2n1CCS2` (stereo not given)?
Polio RdRp inh: 102.0; Polio RdRp inh FP z-score: -1.2

How did O=C(N/N=C/c1ccccc1)N/N=C/c1ccccc1 do in these assays?
Polio RdRp inh: 100.0; Polio RdRp inh FP z-score: -0.1

What do the screens show for `COc1ccc2c(Sc3ccc(C)cc3)c(C(=O)NCCc3ccc(OC)c(OC)c3)[nH]c2c1`?
Polio RdRp inh: 101.0; Polio RdRp inh FP z-score: -0.5

How did Cc1nc(/N=C(\N)NC(=O)Nc2ccc(Cl)cc2)sc1Br do in these assays?
Polio RdRp inh: 104.0; Polio RdRp inh FP z-score: 0.1

What do the screens show for `COc1ccccc1CNC(=O)N(C)C`?
Polio RdRp inh: 101.0; Polio RdRp inh FP z-score: 0.1

What do the screens show for `Nc1nnc(CCCCn2c(-c3nonc3N)nc3ccccc32)s1`?
Polio RdRp inh: 99.0; Polio RdRp inh FP z-score: -0.9

Results for C(=N\N(Cc1ccccc1)Cc1ccccc1)/c1ccco1 ?
Polio RdRp inh: 101.0; Polio RdRp inh FP z-score: -0.2

How did O=CN1N=C(c2ccccc2)CC1c1ccccc1 (stereo not given) do in these assays?
Polio RdRp inh: 99.0; Polio RdRp inh FP z-score: -0.1

How did O=C(O)c1ccc(COc2ccccc2)cc1 do in these assays?
Polio RdRp inh: 103.0; Polio RdRp inh FP z-score: 0.1

Results for CCc1ccc(OCC(=O)N(Cc2cccs2)c2ccc(Cl)cc2)cc1 ?
Polio RdRp inh: 111.0; Polio RdRp inh FP z-score: 0.3

How did N#Cc1ccccc1NC(=O)CN1CCNC(=O)C1 do in these assays?
Polio RdRp inh: 105.0; Polio RdRp inh FP z-score: 0.2

What do the screens show for `Cc1cccc(OCCCSc2nc(-c3ccc(C(C)(C)C)cc3)nc3cc(=O)[nH]n23)c1C`?
Polio RdRp inh: 110.0; Polio RdRp inh FP z-score: 0.7

How did CCOC(=O)c1cc(-c2ccc(OC)cc2)n(CCC(=O)Nc2nc3ccc(OCC)cc3s2)c1C do in these assays?
Polio RdRp inh: 103.0; Polio RdRp inh FP z-score: -0.1

What do the screens show for `CCc1ccc(OCC(=O)NC(Cc2c[nH]c3ccccc23)C(=O)O)cc1` (stereo not given)?
Polio RdRp inh: 104.0; Polio RdRp inh FP z-score: -0.2

What do the screens show for `C=C(C)C1Cc2c(C)nn(S(=O)(=O)c3ccc(C)cc3)c2C1` (stereo not given)?
Polio RdRp inh: 100.0; Polio RdRp inh FP z-score: 0.1

What do the screens show for `Cc1ccc2[nH]c(O)c(N=O)c2c1`?
Polio RdRp inh: 102.0; Polio RdRp inh FP z-score: 0.1

How did COc1ccccc1CNc1ccc(-c2nc(C)no2)cc1[N+](=O)[O-] do in these assays?
Polio RdRp inh: 108.0; Polio RdRp inh FP z-score: 0

What do the screens show for `COc1cccc(CN(C(=O)c2oc3ccccc3c2C)C2CCS(=O)(=O)C2)c1` (stereo not given)?
Polio RdRp inh: 111.0; Polio RdRp inh FP z-score: 1.3

Results for CCOc1ccc(NC(=O)CSC2=Nc3ccccc3C3=NC(CCC(=O)NCc4ccco4)C(=O)N23)cc1 (stereo not given) ?
Polio RdRp inh: 105.0; Polio RdRp inh FP z-score: -0.5

What do the screens show for `CCOC(=O)c1noc2ncnc(Nc3cccc(OC)c3)c12`?
Polio RdRp inh: 99.0; Polio RdRp inh FP z-score: -1.8

What do the screens show for `O=c1[nH]c(SCc2ccccc2Cl)nc2c1cnn2-c1ccccc1`?
Polio RdRp inh: 103.0; Polio RdRp inh FP z-score: 0.2

How did CS(=O)(=O)N(CCc1ccccc1)CC(=O)N1CCOCC1 do in these assays?
Polio RdRp inh: 102.0; Polio RdRp inh FP z-score: 0.1

Results for Cc1ccc(NC(=O)C(=O)NCC(c2cccnc2)N2CCN(Cc3ccccc3)CC2)cc1 (stereo not given) ?
Polio RdRp inh: 108.0; Polio RdRp inh FP z-score: -0.1

Results for CCc1ccc(-n2nc(C)c3c(C)cc(=O)n(CC(=O)Nc4ccc(OC)c(OC)c4)c32)cc1 ?
Polio RdRp inh: 108.0; Polio RdRp inh FP z-score: 0.2

Results for CC(C)(C)c1ccc(NC(=O)CN2CCOCC2)c(NC(=O)c2ccco2)c1 ?
Polio RdRp inh: 101.0; Polio RdRp inh FP z-score: 0.1

What do the screens show for `O=C(NCCS(=O)(=O)N1CCN(c2ccccc2)CC1)C1CC(=O)N(c2ccccc2)C1` (stereo not given)?
Polio RdRp inh: 104.0; Polio RdRp inh FP z-score: -0.7

Results for COC(=O)C1=C(C)N(CCc2ccc(OC)c(OC)c2)C(=O)/C1=C\c1ccc(N(C)C)cc1 ?
Polio RdRp inh: 105.0; Polio RdRp inh FP z-score: 0.8

What do the screens show for `COc1ccc(-c2cc(C(=O)Nc3c(C)n(C)n(-c4ccccc4)c3=O)no2)cc1`?
Polio RdRp inh: 100.0; Polio RdRp inh FP z-score: -0.4

Results for NC(=O)COc1ncnc2ccccc12 ?
Polio RdRp inh: 104.0; Polio RdRp inh FP z-score: 1.2

What do the screens show for `CCN(CC)C(=O)CSc1nc(N)c2c3c(sc2n1)COC(C)(CC)C3` (stereo not given)?
Polio RdRp inh: 102.0; Polio RdRp inh FP z-score: 0.3

Results for O=C(Cn1c(=O)c2cccn2c2ccc(F)cc21)N1CCN(c2ccc(F)cc2)CC1 ?
Polio RdRp inh: 103.0; Polio RdRp inh FP z-score: -0.6

How did O=C(CN1C(=O)COc2ccc(S(=O)(=O)N3CCOCC3)cc21)N1CCN(c2ccc(Cl)cc2)CC1 do in these assays?
Polio RdRp inh: 108.0; Polio RdRp inh FP z-score: 1.1

What do the screens show for `O=C(Nc1cccc(-c2nc3ccccc3[nH]2)c1)C1CCCO1` (stereo not given)?
Polio RdRp inh: 101.0; Polio RdRp inh FP z-score: -0.3

Results for COc1ccc(/C=C2/C(=O)CNC2=O)cc1 ?
Polio RdRp inh: 102.0; Polio RdRp inh FP z-score: 0.1

What do the screens show for `COc1ccc(C(=O)Nc2ccc(N3CCN(S(C)(=O)=O)CC3)cc2)cc1OC`?
Polio RdRp inh: 98.0; Polio RdRp inh FP z-score: -1.3

What do the screens show for `COc1ccc(-n2nc3ccc(NC(=O)c4ccc(C#N)cc4F)cc3n2)cc1Cl`?
Polio RdRp inh: 108.0; Polio RdRp inh FP z-score: 0.8

How did CC1CCCN(S(=O)(=O)c2cccc(-c3cn4cccnc4n3)c2)C1 (stereo not given) do in these assays?
Polio RdRp inh: 100.0; Polio RdRp inh FP z-score: -0.1

How did CNC(=S)N(Cc1ccc(S(N)(=O)=O)cc1)CC(F)(F)F do in these assays?
Polio RdRp inh: 103.0; Polio RdRp inh FP z-score: 0.1

9 neighbouring entries already listed:
What do the screens show for `CCN(CC)C(=O)CSc1nc(N)c2c3c(sc2n1)COC(C)(CC)C3` (stereo not given)?
Polio RdRp inh: 102.0; Polio RdRp inh FP z-score: 0.3

Results for O=C(Cn1c(=O)c2cccn2c2ccc(F)cc21)N1CCN(c2ccc(F)cc2)CC1 ?
Polio RdRp inh: 103.0; Polio RdRp inh FP z-score: -0.6

How did O=C(CN1C(=O)COc2ccc(S(=O)(=O)N3CCOCC3)cc21)N1CCN(c2ccc(Cl)cc2)CC1 do in these assays?
Polio RdRp inh: 108.0; Polio RdRp inh FP z-score: 1.1

What do the screens show for `O=C(Nc1cccc(-c2nc3ccccc3[nH]2)c1)C1CCCO1` (stereo not given)?
Polio RdRp inh: 101.0; Polio RdRp inh FP z-score: -0.3

Results for COc1ccc(/C=C2/C(=O)CNC2=O)cc1 ?
Polio RdRp inh: 102.0; Polio RdRp inh FP z-score: 0.1

What do the screens show for `COc1ccc(C(=O)Nc2ccc(N3CCN(S(C)(=O)=O)CC3)cc2)cc1OC`?
Polio RdRp inh: 98.0; Polio RdRp inh FP z-score: -1.3

What do the screens show for `COc1ccc(-n2nc3ccc(NC(=O)c4ccc(C#N)cc4F)cc3n2)cc1Cl`?
Polio RdRp inh: 108.0; Polio RdRp inh FP z-score: 0.8

How did CC1CCCN(S(=O)(=O)c2cccc(-c3cn4cccnc4n3)c2)C1 (stereo not given) do in these assays?
Polio RdRp inh: 100.0; Polio RdRp inh FP z-score: -0.1

How did CNC(=S)N(Cc1ccc(S(N)(=O)=O)cc1)CC(F)(F)F do in these assays?
Polio RdRp inh: 103.0; Polio RdRp inh FP z-score: 0.1

Carrying on:
Results for O=S1(=O)CC(O)C(N2CCN(Cc3ccccc3)CC2)C1 (stereo not given) ?
Polio RdRp inh: 104.0; Polio RdRp inh FP z-score: 0.2

How did COc1ccc(NC(=O)/C=C2\SC(=O)NC2=O)cc1 do in these assays?
Polio RdRp inh: 100.0; Polio RdRp inh FP z-score: -0.4

How did Cc1cccc(C)c1NC(=O)C(C)Sc1n[nH]c(-c2ccncc2)n1 (stereo not given) do in these assays?
Polio RdRp inh: 101.0; Polio RdRp inh FP z-score: 0.1

How did Cc1ccc(N2N=NC3CCC(C4=CCCC4)C32N2CCOCC2)cc1Cl (stereo not given) do in these assays?
Polio RdRp inh: 108.0; Polio RdRp inh FP z-score: 0.6

What do the screens show for `O=c1ccc2cc(S(=O)(=O)Nc3ccccn3)ccc2o1`?
Polio RdRp inh: 101.0; Polio RdRp inh FP z-score: 0.3

How did CCCCc1nn2c(=O)cc(COC(=O)c3ccc(NC(=O)c4ccccc4C)cc3)nc2s1 do in these assays?
Polio RdRp inh: 111.0; Polio RdRp inh FP z-score: 1.2

How did COc1ccc(C2SCC(C(=O)NC3CCCCCC3)N2C(=O)Nc2ccc(C)c(C)c2)cc1 (stereo not given) do in these assays?
Polio RdRp inh: 106.0; Polio RdRp inh FP z-score: 1

What do the screens show for `O=C(Cn1c(=O)n(CC(=O)NC2CCCC2)c(=O)c2ccccc21)Nc1ccc(F)cc1`?
Polio RdRp inh: 103.0; Polio RdRp inh FP z-score: 0.4

What do the screens show for `COc1ccc(C)cc1CSc1nnc(-c2cccs2)n1C1CC1`?
Polio RdRp inh: 106.0; Polio RdRp inh FP z-score: 0.4

Results for Cc1oc2ncn(C)c(=O)c2c1C(=O)O ?
Polio RdRp inh: 99.0; Polio RdRp inh FP z-score: -0.6

How did O=C(NCC1CCN(Cc2ccccc2F)CC1)Nc1ccc(F)c(Cl)c1 do in these assays?
Polio RdRp inh: 108.0; Polio RdRp inh FP z-score: -0.2

Results for Cc1ccc(C)c(NC(=O)c2cnc(N3CCCC3)nc2C)c1 ?
Polio RdRp inh: 106.0; Polio RdRp inh FP z-score: 0.1

Some of the compounds tested, so the mix of outcomes need not match the whole.
